p53null 39C kill = kills p53 null cells at the nonpermissive temperature. H1299 p53-null (neo) cells, 39C, ATPlite viability, 24 h. Potency, µM (highest dose often 46.1 µM), inactives show at the highest dose activity, negative = cell killing, hits mostly cytotoxic. hit rate 0.97% among 55,000;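 further: potency means the concentration at half of the fitted maximal effect; 0% = DMSO only and -100% = full killing by 100 µM tamoxifen; nearly all actives have a fitted effect of over 50% in size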
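Following overnight plating at 37C (600 cells/well), H1299-neo or H1299-p53A138V cells are dosed up to 46 uM. Incubation lasts 24 hr at 39C before ATP detection.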
GALK inhibitor = GALK (human) enzyme inhibition | P51570 | recombinant GALK, Kinase-Glo ATP luminescence, 1 h | Potency, µM (doses to about 57.5 µM), without a hit: at the highest dose activity, negative = inhibition, hits mostly inhibitors | 44,000 tested, under 10 active | AID 1347072;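 further: plate controls were full GALK reaction for no effect and reaction lacking GALK for full effect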
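Reactions with and without enzyme served as controls. GALK at 5 nM phosphorylates 100 uM galactose using 35 uM ATP (HEPES pH 8.0, Mg2+) for 1 h at RT, with luminescence read 10 min after adding Kinase-Glo Plus.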
FH mod = Identification of activators of human fumarate hydratase by quantitative high-throughput screening; Fumarate hydratase, mitochondrial (Homo sapiens), P07954; FH coupled MDH/diaphorase resazurin fluorescence, 15 min; Potency, µM (top dose mostly 79.9 µM), for inactives: at the top dose activity change, negative = inhibition, usual class: inhibitors; hit rate 0.22% among 54,000; AID 1347055, 2019; further: potency means the concentration at half of the fitted maximal effect; on the % scale 0 is the no-effect control and ±100 the full control effect; the screen sought activators but most active calls are inhibition curves; nearly all actives have a fitted effect of over 45% in size
Target sequence (P07954 whole entry, looked up): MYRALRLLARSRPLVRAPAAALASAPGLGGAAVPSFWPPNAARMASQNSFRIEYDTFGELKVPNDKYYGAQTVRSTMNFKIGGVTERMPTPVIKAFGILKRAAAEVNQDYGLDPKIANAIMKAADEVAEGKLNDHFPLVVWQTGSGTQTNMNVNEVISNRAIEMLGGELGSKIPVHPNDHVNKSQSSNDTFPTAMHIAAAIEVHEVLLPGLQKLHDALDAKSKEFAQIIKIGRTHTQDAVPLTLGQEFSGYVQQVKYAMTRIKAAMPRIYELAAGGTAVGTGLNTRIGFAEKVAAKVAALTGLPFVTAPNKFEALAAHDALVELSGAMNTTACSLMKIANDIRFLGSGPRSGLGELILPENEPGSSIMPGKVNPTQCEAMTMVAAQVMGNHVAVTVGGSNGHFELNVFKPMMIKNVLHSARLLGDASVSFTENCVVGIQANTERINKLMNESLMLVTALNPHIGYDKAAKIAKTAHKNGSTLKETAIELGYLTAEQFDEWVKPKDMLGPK
NTMT1 inhibitor = NTMT1 methyltransferase inhibition; Q9BV86; hit rate 2.5% among 59,000; NTMT1 MTase-Glo SAH luminescence, purified enzyme; Potency, µM (titrated, usually from 114 µM), inactives show at the highest dose activity change, negative = inhibition, hits mostly inhibitors;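 further: potency means the concentration at half of the fitted maximal effect; plate controls were DMSO vehicle for no effect and no enzyme for full effect; nearly all actives have a fitted effect of over 65% in size; many of its hits are not listed in these tables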
Target sequence (Q9BV86 whole entry, looked up): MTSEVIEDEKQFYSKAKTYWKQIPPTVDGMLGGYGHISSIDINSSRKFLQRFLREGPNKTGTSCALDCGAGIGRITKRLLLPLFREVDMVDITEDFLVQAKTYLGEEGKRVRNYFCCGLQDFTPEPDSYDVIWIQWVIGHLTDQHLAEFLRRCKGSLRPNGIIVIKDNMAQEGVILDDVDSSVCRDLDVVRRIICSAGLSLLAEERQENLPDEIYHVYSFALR
B2AR arrestin ag = ADRB2 beta-arrestin recruitment; P07550; HTLA Tango cells, beta-arrestin recruitment, luciferase luminescence, 18 h; Potency, µM (top dose mostly 46.1 µM), without a hit: at the highest dose activation, most hits filed as activators; 44,000 tested, under 10 active; AID 1347077;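 further: potency means the concentration at half of the fitted maximal effect; 0% = DMSO and full agonism = EC100 isoproterenol or metaproterenol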
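Tango cell line, 1% FBS DMEM; cpd titration up to 46 microM; 18 hr, 37 degrees C, 5% CO2. Luciferin/ATP substrate mix added, 15 min RT, luminescence. %Activity, CRC fitting, curve-class categorization.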
p53null 32C tox = p53 null cell cytotoxicity, permissive temperature | H1299-neo p53 null cells, ATP luminescence, 24 h, 32C | Potency, µM (series often up to 46.1 µM), for the others: at the top dose activity change, negative = cytotoxicity, hits mostly cytotoxic | hit rate 0.62% among 55,000 | AID 903;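 further: potency means the concentration at half of the fitted maximal effect; 0% = DMSO only and -100% = full killing by 100 µM tamoxifen; nearly all actives have a fitted effect of over 55% in size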
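We seeded p53-null H1299-neo cells, incubated them overnight at 37C, and added compounds across a range up to 46 uM. After 24 hours at 32C, ATP reagent was applied for 20 min at room temperature and luminescence recorded.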
TSG101-PTAP inh = inhibitors of HIV-1 PTAP binding to human TSG101, validation | Q99816 | Fluorescence polarization, FITC-PTAP peptide/Tsg101, 20 min | Potency, µM (titrated, usually from 115 µM), without a hit: at the top dose activity change, negative = inhibition, most hits filed as inhibitors | 44,000 tested, under 10 active; further: potency means the concentration at half of the fitted maximal effect; 0% is about no effect
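FITC-labeled PTAP peptide (50 nM final) binding to Tsg101 binding domain (10 uM final) read by fluorescence polarization after 20 min at r.t. in HEPES pH 7.5 buffer. Actives by CRC class, <25 µM.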
An asterisk follows results filed as active; ? = inconclusive; nt = not tested or not shown; [ ] = remark or other dose. The call rests on the fitted dose curve; in most records, active means well fitted curve in the direction sought with a large enough effect; inconclusive means small, poorly fitted or top-dose-only effect, or another doubt; inactive means no such curve, though single readings can be large; an effect the other way counts as inactive or inconclusive. Only part of the results is shown, so the mix of outcomes need not match the whole.

1	COc1ccccc1NC(=O)c1oc2ccccc2c1NC(=O)COc1cccc(C)c1
2	Cc1ccc(NC(=O)Cn2c(=O)n(CCCC(=O)NCc3ccc4c(c3)OCO4)c(=O)c3ccccc32)cc1
3	Cc1ccc(NS(=O)(=O)c2ccc3c(c2)CC(=O)N3)cc1Cl
4	COc1ccc(NC(=O)C(=O)NCCc2ccccc2)cc1OC
5	O=C(Cn1cnc(S(=O)(=O)N2CCCC2)c1)Nc1cccc(Br)c1
6	Cc1ccc(OCC(=O)Nc2nnc(SCc3cc(=O)c4ccccc4[nH]3)s2)cc1C
7	Cc1nc(-n2nc(C)c(Cc3ccc(Cl)cc3)c2C)sc1C(=O)N1CCC(C)CC1
8	COC(=O)c1cc2oc3ccccc3c2n1Cc1c(C)cc(C)cc1C
Assay by compound	1	2	3	4	5	6	7	8
p53null 39C kill	-14%	-8%	-11%	-17%	-5%	-5%	14%	2%
GALK inhibitor	7%	2%	7%	-4%	-1%	1%	2%	0%
FH mod	-31%	-22%	-10%	-10%	22%	-9%	-14%	-11%
NTMT1 inhibitor	-1%	-19%	-3%	-15%	-1%	15%	4%	12%
B2AR arrestin ag	1%	0%	1%	1%	2%	-1%	-4%	0%
p53null 32C tox	2%	7%	17%	-1%	-5%	-12%	-7%	-7%
TSG101-PTAP inh	1%	1%	0%	1%	2%	0%	-1%	2%

Next section; it opens with the four that closed the last part.
5	O=C(Cn1cnc(S(=O)(=O)N2CCCC2)c1)Nc1cccc(Br)c1
6	Cc1ccc(OCC(=O)Nc2nnc(SCc3cc(=O)c4ccccc4[nH]3)s2)cc1C
7	Cc1nc(-n2nc(C)c(Cc3ccc(Cl)cc3)c2C)sc1C(=O)N1CCC(C)CC1
8	COC(=O)c1cc2oc3ccccc3c2n1Cc1c(C)cc(C)cc1C
9	Cc1ccc(S(=O)(=O)c2c(Nc3ccccc3)sc(C(=O)c3ccc4c(c3)OCO4)c2N)cc1
10	CCCN(CCC)CCCNC(=O)C1CCC(CNS(=O)(=O)c2ccc(NC(C)=O)cc2)CC1 (stereo unspecified)
11	Cc1oc2c(c(C)cc3oc(=O)c(CC(=O)NCCc4ccccc4F)c(C)c32)c1C
12	CCOc1ccc(S(=O)(=O)c2cc3cccc(OCC)c3oc2=O)cc1
13	CCn1c(=O)c(=O)n(CC)c2cc(N3CCCCC3)c(NC(=O)c3cccc(F)c3)cc21
14	COc1cc(Cl)c(NS(=O)(=O)c2cc3[nH]c(=O)c(=O)[nH]c3cc2C)c(OC)c1
15	COC(=O)c1sccc1S(=O)(=O)N1CCN(c2ccccc2OC)CC1
16	N#Cc1ccccc1CN1C(=O)c2ccccc2Sc2ccc(C(=O)OCc3ccco3)cc21
Assay by compound	5	6	7	8	9	10	11	12	13	14	15	16
p53null 39C kill	-5%	-5%	14%	2%	12%	12%	-10%	6%	-14%	-5%	-12%	-2%
GALK inhibitor	-1%	1%	2%	0%	0%	2%	2%	-1%	3%	2%	?	0%
FH mod	22%	-9%	-14%	-11%	-14%	9%	1%	-17%	-17%	?	-43%	-12%
NTMT1 inhibitor	-1%	15%	4%	12%	54%[activator]	-3%	-20%	7%	-2%	-2%	1%	-5%
B2AR arrestin ag	2%	-1%	-4%	0%	2%	0%	-1%	0%	-2%	0%	0%	0%
p53null 32C tox	-5%	-12%	-7%	-7%	27%	-11%	0%	-1%	-5%	5%	-1%	12%
TSG101-PTAP inh	2%	0%	-1%	2%	5%	-8%	-4%	-4%	-4%	-1%	2%	-6%

17	CCc1c(C)sc2c1CCN(C(=O)Nc1cc(C)ccc1C)C2c1ccc(OC)cc1 (stereo unspecified)
18	CCOc1ccc2nc(N3CCC(C(=O)Nc4c(C)cccc4C)CC3)sc2c1
19	Cc1ccc(N2C(=O)CSC23C(=O)N(CC(=O)NCCc2ccccc2)c2ccccc23)cc1C (stereo unspecified)
20	Cc1cccn2c(Nc3ccccc3)c(-c3ccc(N4CCOCC4)cc3)nc12
21	COCCNc1nc(NCc2ccccc2OC)c2cnn(C)c2n1
22	Cc1c(Cl)cccc1NC(=O)N1CCN(Cc2cc(=O)n3nc(-c4ccccc4F)sc3n2)CC1
23	CCOc1ccccc1N(C)C(=O)NCc1noc2ccccc12
24	O=C(Nc1cccc(C(=O)N2CCN(c3cccc(Cl)c3)CC2)c1)c1nsc2ccccc12
Assay by compound	17	18	19	20	21	22	23	24
p53null 39C kill	15%	-16%	10%	-9%	10%	-5%	-4%	?
GALK inhibitor	0%	-8%	1%	5%	-1%	2%	3%	0%
FH mod	-11%	9%	-18%	-44%	-8%	4%	?	-22%
NTMT1 inhibitor	2%	-1%	-2%	-10%	-8%	0%	-3%	-2%
B2AR arrestin ag	-1%	0%	2%	0%	7%	1%	2%	0%
p53null 32C tox	6%	-13%	17%	-24%	-6%	-3%	-4%	-3%
TSG101-PTAP inh	4%	-1%	-8%	-3%	1%	3%	0%	-1%

25	Cc1cc(C)cc(NC(=O)c2cc(S(=O)(=O)NCCC3=CCCCC3)ccc2F)c1
26	COCCCNC(=O)c1ccc2c(c1)nc1n2CCCCC1
27	O=C1CCCc2cc(S(=O)(=O)N3CCCC(C(=O)NCc4ccccc4)C3)ccc2N1 (stereo unspecified)
28	Cc1ccccc1CNC(=O)CN1C(=O)C2CCCCN2c2ccc(C(=O)N3CCCC3)cc21 (stereo unspecified)
29	CCc1cccc(NC(=O)CSc2ncc3c(n2)-c2cc(Cl)ccc2N(C)S3(=O)=O)c1
30	Cc1ccc(C)c(OC(=O)CSc2nnc(-c3ccc4c(c3)OCO4)o2)c1
31	O=C(CCc1ccccc1)NCCc1csc(-c2cccc(F)c2)n1
32	O=S(=O)(c1ccc(Cl)cc1)c1nc(-c2ccco2)oc1SCc1ccccc1F
Assay by compound	25	26	27	28	29	30	31	32
p53null 39C kill	-13%	13µM*	-14%	-1%	-14%	-9%	8%	22%
GALK inhibitor	1%	1%	1%	-2%	4%	-8%	-3%	-3%
FH mod	?	9%	-4%	0%	15%	0%	-13%	-21%
NTMT1 inhibitor	-1%	-1%	?	-3%	5%	-8%	-2%	-29%
B2AR arrestin ag	0%	0%	-1%	1%	0%	-1%	0%	0%
p53null 32C tox	-3%	?	-5%	-10%	-7%	-1%	1%	9%
TSG101-PTAP inh	-8%	-3%	-7%	-5%	0%	1%	-8%	9%

33	CCOC(=O)c1c(NC(=O)CCCOc2ccccc2C)sc2c1CCC(C)C2 (stereo unspecified)
34	COc1ccc(NC(=O)Cn2c(=O)n(CC(=O)NCCc3ccccc3)c(=O)c3ccccc32)cc1
35	COc1ccc(-c2nc3ccccc3o2)cc1NC(=O)Cc1ccc(Cl)cc1
36	O=C(CSc1nc2c(sc3ccccc32)c(=O)n1CCCC(=O)NC1CCCC1)Nc1ccc(F)cc1
37	Cc1ccc(N(CC(=O)NCc2ccc(Cl)cc2)S(=O)(=O)N(C)C)cc1
38	Cc1ccc(OCC(=O)Nc2ccc(S(=O)(=O)N(Cc3ccccc3)c3ccccc3)cc2)cc1
39	O=C(CCc1nc(CN2CCN(S(=O)(=O)c3ccc(F)cc3)CC2)no1)N1CCCCC1
40	O=C(C1CCCCC1)N(Cc1cccnc1)c1nc2c(F)cccc2s1
Assay by compound	33	34	35	36	37	38	39	40
p53null 39C kill	-4%	-9%	-14%	-4%	8%	-19%	-14%	16%
GALK inhibitor	-20%	3%	2%	9%	1%	-5%	-2%	3%
FH mod	nt	-30%	4%	1%	-2%	-17%	15%	?
NTMT1 inhibitor	nt	-1%	-1%	9%	-29%	8%	27%	?
B2AR arrestin ag	0%	-2%	-1%	-1%	-3%	-3%	0%	-5%
p53null 32C tox	1%	2%	-11%	-8%	5%	-28%	-4%	6%
TSG101-PTAP inh	1%	-5%	1%	-1%	-8%	0%	-2%	-6%

Molecules from the list above with an NH in an aromatic ring (two):
6	Cc1ccc(OCC(=O)Nc2nnc(SCc3cc(=O)c4ccccc4[nH]3)s2)cc1C
14	COc1cc(Cl)c(NS(=O)(=O)c2cc3[nH]c(=O)c(=O)[nH]c3cc2C)c(OC)c1
Assay by compound	6	14
p53null 39C kill	-5%	-5%
GALK inhibitor	1%	2%
FH mod	-9%	?
NTMT1 inhibitor	15%	-2%
B2AR arrestin ag	-1%	0%
p53null 32C tox	-12%	5%
TSG101-PTAP inh	0%	-1%

Returning to the listing; the four compounds before the break are reprinted first.
37	Cc1ccc(N(CC(=O)NCc2ccc(Cl)cc2)S(=O)(=O)N(C)C)cc1
38	Cc1ccc(OCC(=O)Nc2ccc(S(=O)(=O)N(Cc3ccccc3)c3ccccc3)cc2)cc1
39	O=C(CCc1nc(CN2CCN(S(=O)(=O)c3ccc(F)cc3)CC2)no1)N1CCCCC1
40	O=C(C1CCCCC1)N(Cc1cccnc1)c1nc2c(F)cccc2s1
41	CCOC(=O)CNC(=O)N1[C@H](c2cccs2)[C@@H](C)C(=O)[C@@H](C)[C@@H]1c1cccs1
42	CCOC(=O)c1ccccc1NC(=O)c1c(-c2ccccc2)noc1C
43	COc1ccccc1-c1ccnc2c(-c3ccc(Br)cc3)c(C)nn12
44	CCOc1ccc(C(=O)Nc2c(C(=O)c3ccccc3)oc3ccccc23)cc1
45	O=C(CCSCc1ccc(Cl)cc1)N1CCN(c2ccccc2F)CC1
46	COCCCNC(=O)c1cnc2c(-c3ccc(F)cc3)c(C)nn2c1C
47	O=C(Nc1ccccc1C(=O)N1CCCCC1)c1nsc2ccccc12
48	COc1ccc(C)cc1NC1(c2ccccc2)C(=O)c2ccccc2C1=O
Assay by compound	37	38	39	40	41	42	43	44	45	46	47	48
p53null 39C kill	8%	-19%	-14%	16%	4%	15%	nt	-6%	3%	8%	-8%	4%
GALK inhibitor	1%	-5%	-2%	3%	-1%	-1%	7%	3%	-1%	0%	?	3%
FH mod	-2%	-17%	15%	?	6%	-4%	1%	11%	-22%	-2%	-28%	-8%
NTMT1 inhibitor	-29%	8%	27%	?	?	-20%	-6%	5%	-2%	3%	-2%	-1%
B2AR arrestin ag	-3%	-3%	0%	-5%	-2%	3%	0%	0%	2%	-1%	1%	0%
p53null 32C tox	5%	-28%	-4%	6%	-4%	23%	nt	-7%	0%	-1%	-3%	2%
TSG101-PTAP inh	-8%	0%	-2%	-6%	-2%	-1%	-5%	3%	-4%	-6%	2%	0%
